SMARCA2 act: increases SMARCA2 function in MMTV reporter cells; MG213 cells, MMTV-luciferase reporter, dexamethasone, overnight; 370,000 tested, 1% active; activation, % at 9.1 µM; AID 652017; in the data active means activation above about 7.8%;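 further: 0% = vehicle wells and 100% = reference activator wells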
GC-A act: GC-A (human) enzyme activation; P16066; HEK293 GC-A cells, cGMP TR-FRET, EC30 ANP; 0% at EC30 ANP, 100% saturating ANP; activation, % at 10 µM; 370,000 tested, 0.14% active; AID 1671463; in the data active means activation above about 40%
GC-B act: GC-B (human) receptor activation; P20594; HEK293-GC-B cells, CNP EC30, cGMP TR-FRET; 0% at EC30 CNP, 100% saturating CNP; activation, % at 10 µM; 370,000 tested, 0.11% active;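 active means activation at 10 µM reaching about 35% in either raw or pattern-adjusted values, limit read from the data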
DAX1 inh-1: inhibitors of DAX1 repression of SF-1 activated StAR promoter; 370,000 tested, 1.1% active; inhibition, % at 6.8 µM; AID 652010; HEK293T StAR-luciferase reporter, SF-1/DAX-1 repression relief;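 active means inhibition above the mean over all tested compounds plus 3 SD, cut at about 3.6% in these data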;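 further: 0% = DAX-1 cells with DMSO and 100% = cells lacking DAX-1 with DMSO; higher inhibition means more luminescence from relief of DAX-1 repression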
DAX1 inh-2: NR0B1 (DAX1) inhibition | P51843 | HEK293 Gal4-DAX1 luciferase reporter, luminescence | inhibition, % at 6.75 µM | 340,000 tested, 0.99% active | AID 504766;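 active means inhibition above the mean over all tested compounds plus 3 SD, cut at about 4.2% in these data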;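 further: 0% = DAX1-transfected cells with DMSO and 100% = empty-vector control cells with DMSO; inhibition shows as a rise in luminescence from relieved DAX1 repression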
Target sequence (P51843 207-470 limits assumed): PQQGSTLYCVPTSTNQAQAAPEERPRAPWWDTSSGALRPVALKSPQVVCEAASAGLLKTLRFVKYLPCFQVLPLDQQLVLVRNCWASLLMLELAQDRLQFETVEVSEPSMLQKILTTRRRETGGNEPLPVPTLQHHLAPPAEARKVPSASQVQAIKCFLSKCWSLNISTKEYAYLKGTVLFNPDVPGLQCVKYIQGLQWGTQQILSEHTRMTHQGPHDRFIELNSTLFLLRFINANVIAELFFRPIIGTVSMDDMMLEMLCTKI
FXN GAA850 act: activators of GAA850 frataxin (FXN) promoter; HEK293 lucGAA850 FXN promoter luciferase reporter, 24 h; percent of 10 µM SAHA response; activation, % at 6 µM; 360,000 tested, 0.56% active; AID 540364;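 active means activation above the average of all compounds screened plus 3 SD, cutoff fixed separately per campaign, cut at about 7.5% in these data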;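 further: 0% = DMSO wells and 100% = 10 µM SAHA wells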
hcDAF-12 act: H. contortus DAF-12 activation, primary screen. HEK293 hcDAF-12 lit1-tk-luc reporter, luminescence; 0% DMSO, 100% Δ7-dafachronic acid. activation, % at 6.8 µM. 370,000 tested, 1.4% active;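 active means activation above the mean of all tested compounds plus 3 SD, cut at about 5.5% in these data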;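 further: 100% = response to 3 µM Δ7-dafachronic acid high control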
HGIII-sPLA2 inh: Blocks human group III sPLA2 activity; Q9NZ20; QFRET BODIPY PC-A2 liposome hydrolysis, fluorescence; inhibition, % at 12.2 µM; 370,000 tested, 0.56% active;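 active means inhibition above mean plus 3 SD of compounds lying within the high and low control bounds, cut at about 19% in these data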;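 further: 0% = median of test compound wells and 100% = no enzyme DMSO wells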
Target sequence (Q9NZ20 whole entry, looked up): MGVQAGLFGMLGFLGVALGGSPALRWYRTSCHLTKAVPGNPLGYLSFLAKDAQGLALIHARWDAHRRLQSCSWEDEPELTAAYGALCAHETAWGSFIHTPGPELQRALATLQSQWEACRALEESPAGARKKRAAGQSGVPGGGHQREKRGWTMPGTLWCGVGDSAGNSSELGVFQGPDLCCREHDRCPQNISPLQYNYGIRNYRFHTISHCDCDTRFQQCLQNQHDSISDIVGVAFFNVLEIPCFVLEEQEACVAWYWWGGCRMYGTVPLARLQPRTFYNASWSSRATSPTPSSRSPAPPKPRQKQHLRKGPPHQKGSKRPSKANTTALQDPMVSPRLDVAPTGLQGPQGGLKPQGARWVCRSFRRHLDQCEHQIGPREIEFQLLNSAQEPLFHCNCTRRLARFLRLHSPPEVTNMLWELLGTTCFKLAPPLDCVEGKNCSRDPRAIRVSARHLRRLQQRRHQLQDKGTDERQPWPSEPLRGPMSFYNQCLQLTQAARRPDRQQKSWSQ
KLK7 zymogen act: activates the human kallikrein-7 zymogen; P49862; purified proKLK7, EDANS-DABCYL substrate fluorescence; 100% is mature enzyme control, 0% vehicle; activation, % at 7 µM; 370,000 tested, 0.9% active; AID 652039;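 active means activation above the mean of all tested compounds plus 3 SD, computed per campaign excluding outliers beyond control limits, cut at about 13% in these data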
Target sequence (P49862 whole entry, looked up): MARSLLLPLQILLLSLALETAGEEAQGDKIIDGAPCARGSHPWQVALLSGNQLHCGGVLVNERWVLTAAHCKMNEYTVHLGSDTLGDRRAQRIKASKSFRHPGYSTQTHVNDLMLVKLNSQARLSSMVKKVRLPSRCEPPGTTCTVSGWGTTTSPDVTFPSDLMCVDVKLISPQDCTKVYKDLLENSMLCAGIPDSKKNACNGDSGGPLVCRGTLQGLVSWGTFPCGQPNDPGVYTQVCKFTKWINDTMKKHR
ssDAF12 agonist: activates DAF-12 receptor from parasite S. stercoralis | HEK293 ssDAF-12/GRIP1 lit1-tk-luc reporter, luminescence; % of 3 µM dafachronic acid response | activation, % at 6.8 µM | 370,000 tested, 1% active | AID 652126;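 active means activation above the mean over all tested compounds plus 3 SD, cut at about 0.9% in these data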;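 further: 0% = DMSO-only wells and 100% = 3 µM delta7-dafachronic acid wells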
hgDAF12 agonist: agonists of H. glycines DAF-12 nuclear receptor; HEK293 GAL4-hgDAF12 UAS-luciferase reporter, agonist luminescence; normalized to butyrate control; AID 687014; 370,000 tested, 1.8% active; activation, % at 6.8 µM;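 active means activation above a cutoff set at the mean of all screened compounds plus 3 SD, cut at about 10% in these data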;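 further: 0% = DMSO wells and 100% = sodium butyrate wells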
Starred values were filed as active, the others as inactive.

For Cc1ccc[n+](-c2nc([O-])sc2/C=N/Nc2ccc([N+](=O)[O-])cc2)c1 the results were SMARCA2 act 6, GC-A act -4, GC-B act -2, DAX1 inh-1 -0.3, DAX1 inh-2 0.6, FXN GAA850 act -0.2, hcDAF-12 act -0.3, HGIII-sPLA2 inh 0, KLK7 zymogen act 0.2, ssDAF12 agonist -1.0 and hgDAF12 agonist 4.2.
`COc1ccc(/C=N/NS(=O)(=O)c2ccc(C)cc2)cc1OC(=O)c1ccc(C)cc1` gave SMARCA2 act 1, GC-A act 0, GC-B act 0, DAX1 inh-1 -0.6, DAX1 inh-2 -0.6, FXN GAA850 act 0.2, hcDAF-12 act 0.4, HGIII-sPLA2 inh -55, KLK7 zymogen act 0.3, ssDAF12 agonist -1.4 and hgDAF12 agonist 1.4.
CC(NC(=O)c1ccc(Br)o1)C1CC2CCC1C2 (configuration not stated) was read as SMARCA2 act -2, GC-A act -2, GC-B act 1, DAX1 inh-1 -2.9, DAX1 inh-2 -0.4, FXN GAA850 act 1.6, hcDAF-12 act -0.2, HGIII-sPLA2 inh 2, KLK7 zymogen act 0.3, ssDAF12 agonist -1.1 and hgDAF12 agonist -0.1.
`COc1ccccc1OCCNC(=O)CN1C(=O)NC2(CCCCC2)C1=O` gave SMARCA2 act -1, GC-A act 3, GC-B act 6, DAX1 inh-1 1.4, DAX1 inh-2 1.4, FXN GAA850 act 1.9, hcDAF-12 act -1.7, HGIII-sPLA2 inh -1, KLK7 zymogen act 0.0, ssDAF12 agonist 0.3 and hgDAF12 agonist 3.2.
Cc1cccc(NC2=CC(=O)CC(C)(C)C2)c1C was read as SMARCA2 act -7, GC-A act -2, GC-B act 3, DAX1 inh-1 1.7, DAX1 inh-2 2.9, FXN GAA850 act 2.1, hcDAF-12 act -1.2, HGIII-sPLA2 inh 12, KLK7 zymogen act 0.1, ssDAF12 agonist -1.4 and hgDAF12 agonist 1.4.
CCn1c(SCC(=O)Nc2ccccc2C)nc2nc3c(cc2c1=O)COC(C)(C)C3 was read as SMARCA2 act -2, GC-A act -3, GC-B act 0, DAX1 inh-1 -1.2, DAX1 inh-2 5.5*, FXN GAA850 act -1.4, hcDAF-12 act -0.4, HGIII-sPLA2 inh 1, KLK7 zymogen act 0.1, ssDAF12 agonist -0.6 and hgDAF12 agonist -0.6.
CN(C)S(=O)(=O)c1cccc(C(=O)N/N=C\c2ccc(-c3ccccn3)cc2)c1 was read as SMARCA2 act -2, GC-A act 0, GC-B act -9, DAX1 inh-1 -1.9, hcDAF-12 act -1.0, HGIII-sPLA2 inh 6, KLK7 zymogen act 1.8, ssDAF12 agonist -1.3 and hgDAF12 agonist -1.3.
Screening Cc1ccc2[nH]c3c(NCc4ccco4)ncnc3c2c1 returned SMARCA2 act -2, GC-A act 5, GC-B act 3, DAX1 inh-1 -2.6, DAX1 inh-2 -3.1, FXN GAA850 act -2.2, hcDAF-12 act -2.0, HGIII-sPLA2 inh -13, KLK7 zymogen act -1.3, ssDAF12 agonist -2.7 and hgDAF12 agonist -1.8.
For O=C(Nc1ccc2c(c1)OCCO2)C(C1CC1)N1CCC(Cc2ccccc2)CC1 (configuration not stated) the results were SMARCA2 act -1, GC-A act 0, GC-B act 4, DAX1 inh-1 -0.5, hcDAF-12 act 1.8, HGIII-sPLA2 inh 5, KLK7 zymogen act -0.6, ssDAF12 agonist -0.7 and hgDAF12 agonist -0.2.
`COc1ccc(C2CCCN2C(=O)c2cccs2)cc1` (configuration not stated) gave SMARCA2 act 0, GC-A act 1, GC-B act 4, DAX1 inh-1 -0.5, DAX1 inh-2 -1.3, FXN GAA850 act 1.5, hcDAF-12 act 0.5, HGIII-sPLA2 inh -2, KLK7 zymogen act 0.6, ssDAF12 agonist -1.0 and hgDAF12 agonist -0.3.

The last two records of the part above come first, to join the parts:
For O=C(Nc1ccc2c(c1)OCCO2)C(C1CC1)N1CCC(Cc2ccccc2)CC1 (configuration not stated) the results were SMARCA2 act -1, GC-A act 0, GC-B act 4, DAX1 inh-1 -0.5, hcDAF-12 act 1.8, HGIII-sPLA2 inh 5, KLK7 zymogen act -0.6, ssDAF12 agonist -0.7 and hgDAF12 agonist -0.2.
`COc1ccc(C2CCCN2C(=O)c2cccs2)cc1` (configuration not stated) gave SMARCA2 act 0, GC-A act 1, GC-B act 4, DAX1 inh-1 -0.5, DAX1 inh-2 -1.3, FXN GAA850 act 1.5, hcDAF-12 act 0.5, HGIII-sPLA2 inh -2, KLK7 zymogen act 0.6, ssDAF12 agonist -1.0 and hgDAF12 agonist -0.3.
Screening CC(=O)NC(Cc1c[nH]c2ccccc12)C(=O)O (configuration not stated) returned SMARCA2 act 1, GC-A act 3, GC-B act -3, DAX1 inh-1 -0.5, DAX1 inh-2 9.9*, FXN GAA850 act 1.0, hcDAF-12 act 0.4, HGIII-sPLA2 inh 0, KLK7 zymogen act 0.3, ssDAF12 agonist -1.0 and hgDAF12 agonist -1.5.
Screening CCOc1cc(C2C(C(=O)OC(C)C)=C(C)NC3=C2C(=O)CCC3)cc([N+](=O)[O-])c1O (configuration not stated) returned SMARCA2 act 1, GC-A act 1, GC-B act -1, DAX1 inh-1 1.1, DAX1 inh-2 1.2, FXN GAA850 act -0.2, hcDAF-12 act 1.4, HGIII-sPLA2 inh -14, KLK7 zymogen act 0.5, ssDAF12 agonist -2.1 and hgDAF12 agonist 4.2.
Screening Fc1ccc2c(c1)C1OCCCC1C(c1ccccc1)N2 (configuration not stated) returned SMARCA2 act 2, GC-A act 5, GC-B act -4, DAX1 inh-1 0.7, DAX1 inh-2 3.5, FXN GAA850 act 1.2, hcDAF-12 act -0.6, HGIII-sPLA2 inh 4, KLK7 zymogen act 0.2, ssDAF12 agonist -1.4 and hgDAF12 agonist -3.4.
`O=C(Oc1cccc2cccnc12)c1cccc(-n2cnnn2)c1` gave SMARCA2 act 3, GC-A act 1, GC-B act 4, DAX1 inh-1 0.0, DAX1 inh-2 -0.4, FXN GAA850 act -0.7, hcDAF-12 act -0.2, HGIII-sPLA2 inh 3, KLK7 zymogen act 0.7, ssDAF12 agonist -1.5 and hgDAF12 agonist 0.4.
For CC1(C(=O)NS(=O)(=O)c2ccccc2)CCN1C(=O)Cc1ccccc1Cl (configuration not stated) the results were SMARCA2 act -2, GC-A act -1, GC-B act 0, DAX1 inh-1 1.3, FXN GAA850 act -0.4, hcDAF-12 act 1.3, HGIII-sPLA2 inh 0, KLK7 zymogen act 0.3, ssDAF12 agonist -0.9 and hgDAF12 agonist 2.7.
Cc1cc(C)n2c(-c3ccccc3Cl)nnc2n1 was read as SMARCA2 act 0, GC-A act -2, GC-B act 1, DAX1 inh-1 0.0, DAX1 inh-2 0.9, FXN GAA850 act -0.1, hcDAF-12 act -0.3, HGIII-sPLA2 inh 13, KLK7 zymogen act 0.2, ssDAF12 agonist -0.4 and hgDAF12 agonist -3.6.
Screening O=C(CC1SCCNC1=O)Nc1cccc([N+](=O)[O-])c1 (configuration not stated) returned SMARCA2 act -2, GC-A act -2, GC-B act -3, DAX1 inh-1 -0.3, DAX1 inh-2 2.2, FXN GAA850 act 0.1, hcDAF-12 act -2.8, HGIII-sPLA2 inh 2, KLK7 zymogen act 0.6, ssDAF12 agonist -1.5 and hgDAF12 agonist 0.3.
Screening CCOc1ccc(CCNC(=O)CCC(=O)N2CCOc3ccccc32)cc1OCC returned SMARCA2 act -1, GC-A act -1, GC-B act 0, DAX1 inh-1 0.2, DAX1 inh-2 -0.6, FXN GAA850 act -0.1, hcDAF-12 act -2.0, HGIII-sPLA2 inh 5, KLK7 zymogen act -0.6, ssDAF12 agonist -0.8 and hgDAF12 agonist -4.5.
For CCOc1ccc(-c2c(C(=O)N/N=C/C3CCCCC3)nnn2-c2nonc2N)cc1 the results were SMARCA2 act 0, GC-A act 0, GC-B act 0, DAX1 inh-1 -1.9, DAX1 inh-2 -0.5, FXN GAA850 act 0.1, hcDAF-12 act -0.8, HGIII-sPLA2 inh -10, KLK7 zymogen act -0.8, ssDAF12 agonist -0.6 and hgDAF12 agonist -1.2.
`O=S(Cc1ccccc1)Cc1ccccc1` gave SMARCA2 act -3, GC-A act 1, GC-B act -3, DAX1 inh-1 0.7, DAX1 inh-2 2.6, FXN GAA850 act -0.5, hcDAF-12 act -1.2, HGIII-sPLA2 inh 2, KLK7 zymogen act 0.3, ssDAF12 agonist -0.5 and hgDAF12 agonist 1.5.
For O=C1CSC(c2ccccc2Br)N1c1ccc(Cl)cn1 (configuration not stated) the results were SMARCA2 act -3, GC-A act -22, GC-B act -10, DAX1 inh-1 0.7, DAX1 inh-2 1.0, FXN GAA850 act 1.9, hcDAF-12 act 0.4, HGIII-sPLA2 inh -1, KLK7 zymogen act -0.1, ssDAF12 agonist -1.0 and hgDAF12 agonist -0.1.
`CC(C)c1ccc(S(=O)(=O)/N=C2\C=C(NS(=O)(=O)c3ccccc3)C(=O)c3ccccc32)cc1` gave SMARCA2 act -4, GC-A act -3, GC-B act -5, DAX1 inh-1 0.5, DAX1 inh-2 -0.7, FXN GAA850 act 0.0, hcDAF-12 act 2.8, HGIII-sPLA2 inh -6, KLK7 zymogen act -0.3, ssDAF12 agonist 0.8 and hgDAF12 agonist -2.5.
Screening CCN(CC(F)(F)C(F)F)S(=O)(=O)c1ccc(NC(=O)OC)cc1 returned SMARCA2 act -1, GC-A act -4, GC-B act -2, DAX1 inh-1 0.1, DAX1 inh-2 -0.4, FXN GAA850 act 1.0, hcDAF-12 act 0.7, HGIII-sPLA2 inh -3, KLK7 zymogen act 0.4, ssDAF12 agonist -0.9 and hgDAF12 agonist 0.4.
`COc1ccccc1-c1nnc(NC(=O)CCS(=O)(=O)c2ccc(F)cc2)o1` gave SMARCA2 act -1, GC-A act -1, GC-B act -1, DAX1 inh-1 -1.8, DAX1 inh-2 0.9, FXN GAA850 act 1.4, hcDAF-12 act 0.9, HGIII-sPLA2 inh 7, KLK7 zymogen act 0.1, ssDAF12 agonist -0.8 and hgDAF12 agonist -0.7.
Nc1nc(Nc2ccccc2F)nc(N2CCCC2)c1[N+](=O)[O-] was read as SMARCA2 act 2, GC-A act 8, GC-B act 4, DAX1 inh-1 -0.3, DAX1 inh-2 1.9, FXN GAA850 act 5.5, hcDAF-12 act 1.2, HGIII-sPLA2 inh 3, KLK7 zymogen act -0.1, ssDAF12 agonist -0.5 and hgDAF12 agonist 7.1.
Screening O=C(C1CCC1)N1CCc2cc(S(=O)(=O)NC3CCCc4ccccc43)ccc21 (configuration not stated) returned SMARCA2 act -3, GC-A act -4, GC-B act 0, DAX1 inh-1 -0.7, DAX1 inh-2 0.8, FXN GAA850 act 0.1, hcDAF-12 act 0.8, HGIII-sPLA2 inh 2, KLK7 zymogen act -0.8, ssDAF12 agonist -1.5 and hgDAF12 agonist 1.8.
For CC(C)(C)c1nc2scc(-c3ccc(Cl)cc3)c2c(=O)o1 the results were SMARCA2 act -5, GC-A act 3, GC-B act -1, DAX1 inh-1 -0.8, DAX1 inh-2 -1.9, FXN GAA850 act 1.4, hcDAF-12 act -0.6, HGIII-sPLA2 inh 7, KLK7 zymogen act -1.1, ssDAF12 agonist -1.2 and hgDAF12 agonist -2.2.

Screening results deposited in PubChem by several laboratories.
